# Rac1 wt GTP bind – alters GTP binding to wildtype human Rac1; P63000; GST-Rac1 beads, fluorescent GTP binding, flow cytometry; actives lie on both sides; 0 = cold GTP competed, 100 = untreated; GTP binding activity (% of control), % at 10 µM; actives 0.27% (n = 190,000);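 active = GTP binding activity at least 20 points away from the 100% control level, either lower or higher; inconclusive = compound flagged as likely green fluorescent, judged across all proteins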
# Mcl1 Bid PPI – disrupts binding of human Mcl-1 to Bid peptide | inhibition, % at 21.7 µM | TR-FRET Mcl-1/Bid-Dy647 peptide binding, 1536-well | AID 1021 | actives 0.97% (n = 220,000) | Q07820;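 active = compounds that cut the binding signal by more than half at the single screening dose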;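 also: His-tagged Mcl-1 with europium anti-His antibody binding Bid BH3 peptide; 0% = Mcl-1 plus peptide wells and 100% = peptide-only wells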
# Target sequence (Q07820 whole entry, looked up): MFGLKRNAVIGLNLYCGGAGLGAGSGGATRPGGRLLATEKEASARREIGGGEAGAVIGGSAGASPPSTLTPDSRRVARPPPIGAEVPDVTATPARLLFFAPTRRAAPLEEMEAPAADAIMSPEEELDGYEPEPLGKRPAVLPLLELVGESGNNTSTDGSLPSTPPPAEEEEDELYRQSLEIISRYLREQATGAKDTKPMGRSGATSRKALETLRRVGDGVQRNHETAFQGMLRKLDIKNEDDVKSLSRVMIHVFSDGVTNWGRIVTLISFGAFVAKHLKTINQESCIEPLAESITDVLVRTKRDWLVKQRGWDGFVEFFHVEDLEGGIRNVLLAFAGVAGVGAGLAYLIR
# HRas wt GTP – modulators of GTP binding to human HRas wildtype; P01112; GST-Ras wt beads, Bodipy-FL-GTP binding, flow cytometry; actives lie on both sides; GTP binding activity, % at 10 µM; actives 0.14% (n = 190,000); AID 759;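 active = GTP binding activity at least 20% away from the 100% baseline, either lowered as inhibitor or raised as activator; inconclusive = flagged as likely green fluorescent, judged across all proteins in the well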;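 also: 0% = unlabeled GTP competition control and 100% = no-compound control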
# Target sequence (P01112 whole entry, looked up): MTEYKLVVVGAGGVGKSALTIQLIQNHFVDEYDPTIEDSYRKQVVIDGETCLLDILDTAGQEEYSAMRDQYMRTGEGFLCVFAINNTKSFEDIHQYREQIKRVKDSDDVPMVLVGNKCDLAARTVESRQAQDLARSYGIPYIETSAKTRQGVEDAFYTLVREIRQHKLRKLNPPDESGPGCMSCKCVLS
# Rac1 mut GTP – alters GTP binding to activated mutant human Rac1; actives 0.11% (n = 190,000); P63000; GST-Rac1 activated beads, fluorescent GTP binding, flow cytometry; actives lie on both sides; 100% means binding = to untreated wells; percent activity (GTP binding), % at 10 µM;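 active = GTP binding at least 20 percentage points away from the 100% baseline, in either direction, so actives lie on both sides; inconclusive = Compound likely fluorescent itself, or too few beads counted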
# Rab7 wt GTP bind – alters GTP binding to wildtype dog Rab7 | AID 758 | GST-Rab7 beads, fluorescent GTP binding, flow cytometry; actives lie on both sides; untreated = 100%, excess cold GTP = 0% | GTP binding activity (percent of control), % at 10 µM | actives 0.055% (n = 190,000);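 active = fluorescent GTP binding to Rab7 beads changed by at least 20 points from the 100% baseline, either direction, mostly lower; inconclusive = compound itself probably fluorescent, or too few beads counted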;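 also: median green fluorescence of bound Bodipy-FL-GTP per Rab7 bead population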
# Cdc42 wt GTP – changes GTP binding to wildtype human Cdc42 | GST-Cdc42 beads, Bodipy-GTP binding, flow cytometry; actives lie on both sides | percent activity (GTP binding), % at 10 µM | actives 0.2% (n = 190,000) | AID 761;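 active = percent activity GTP binding at least 20 points away from the 100% baseline, either down as inhibitor or up as activator; inconclusive = compound flagged as likely green fluorescent from well-wide comparison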;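 also: median bead fluorescence of bound Bodipy-FL-GTP at 100 nM; 0% = excess unlabeled GTP control and 100% = no compound control; below 100% means less GTP binding so inhibitor and above means activator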
# Target sequence (P60953 whole entry, looked up): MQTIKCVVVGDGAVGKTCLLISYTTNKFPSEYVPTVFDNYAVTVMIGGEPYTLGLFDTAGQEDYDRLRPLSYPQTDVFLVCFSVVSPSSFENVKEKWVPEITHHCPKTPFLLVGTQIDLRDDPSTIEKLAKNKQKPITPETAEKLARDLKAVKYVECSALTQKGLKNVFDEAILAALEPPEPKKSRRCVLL
# Mcl1-Noxa inh – disrupts binding of human Mcl-1 to Noxa peptide; inhibition, % at 21.7 µM; AID 1022; Q07820; TR-FRET Mcl-1/Noxa peptide binding, 2 h; actives 1.5% (n = 220,000);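 active = compounds that cut the protein-peptide binding signal by more than 50% relative to plate controls in a single-dose test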;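 also: His-tagged Mcl-1 with rhodamine Noxa BH3 peptide and terbium anti-His antibody; 0% = Mcl-1 plus Noxa peptide wells and 100% = peptide-only wells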
# Pf gamet viab – inhibitors of late stage P. falciparum gametocyte viability; AID 743093; inhibition, % at 10.9 µM; P. falciparum stage V gametocytes, ATP luminescence, 24 h; actives 0.065% (n = 150,000);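 active = inhibition above the mean plus 3 SD of compounds within the control limits, set per campaign, cut at about 38% in these data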;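 also: 0% = DMSO wells and 100% = medium only without gametocytes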
# Avidin bead fluor – compound fluoresces at 488/530 nm on avidin beads. compound fluorescence 488/530 nm, flow cytometry; stronger effect = higher value. fluorescence (KMESF) at 10 µM. actives 0.38% (n = 220,000); in the data active = fluorescence above about 47; also: inactives centre near 10
# Mcl-1 Bim block – disrupts Bim peptide binding to human Mcl-1; Q07820; actives 0.1% (n = 190,000); inhibition, % at 10 µM; Bead-based flow cytometry, Bim peptide-Mcl-1 binding; in the data active = inhibition above about 40%;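 also: 0% = no compound tracer wells and 100% = peptide blocker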
# Rab2A wt mod – changes GTP binding to wildtype dog Rab2A, up or down | GTP binding activity, % at 10 µM | GST-Rab2 wt beads, Bodipy-GTP binding, flow cytometry | actives 0.19% (n = 190,000) | P61105;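 active = GTP binding activity at least 20 points away from 100%, either lowered or raised; inconclusive = signal likely due to the compound's own green fluorescence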;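 also: 0% = beads with excess unlabeled GTP and 100% = no-compound control corrected for plate trend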
# * hit, by the source's call; ? = inconclusive; · = not tested or not shown.
SMILES,Rac1 wt GTP bind,Mcl1 Bid PPI,HRas wt GTP,Rac1 mut GTP,Rab7 wt GTP bind,Cdc42 wt GTP,Mcl1-Noxa inh,Pf gamet viab,Avidin bead fluor,Mcl-1 Bim block,Rab2A wt mod
Cc1[nH]n(-c2ccc([N+](=O)[O-])cc2)c(=O)c1C=NCCN1CCN(C(=O)c2ccc(Br)cc2)CC1,98,-49,97,94,95,96,3,·,7,-3,95
O=C(CSc1nc(-c2ccc(F)cc2)cc(C(F)(F)F)n1)NCc1cccs1,103,-4,102,102,100,96,-19,·,3,-2,100
COc1ccc(C(=O)NC(=S)Nc2ccc(N3CCCC3)cc2)cc1,99,-31,98,97,103,104,17,-2,10,0,102
Cc1ccc(SCCCCN2C(=O)NC(C)(C)C2=O)cc1,105,-25,101,102,102,105,-8,·,15,-4,102
CCC(C)(C(=O)NC1CCCC1)N(C(=O)CNC(C)=O)c1ccccc1 (configuration not stated),102,-11,100,100,98,101,5,6,8,0,99
O=C(C1CCN(c2ncnc3c2sc2cccc(F)c23)CC1)N1CCOCC1,103,-6,100,99,100,103,-2,·,25,1,98
CC(=O)N1CC=CC1(CC(C)C)C(=O)NCCc1c[nH]c2ccccc12 (configuration not stated),104,-20,100,99,97,103,30,·,10,-1,98
C1CCC(n2nnnc2CN2CCCC2)CC1,105,3,101,99,99,106,19,·,10,1,103
C=CCNCC(=O)Nc1sc2c(c1C(=O)Nc1ccc(OC)cc1OC)CCC2,91,-22,92,90,101,89,15,·,8,6,92
CCOc1ccc(CC(=O)Nc2ccc(NC(=O)c3ccco3)cc2)cc1OCC,100,-11,96,97,101,95,-6,-14,1,0,98
COc1ccc(OC)c(-n2c(N)c(C(=O)NCC3CCCO3)c3nc4ccccc4nc32)c1 (configuration not stated),93,93*,96,94,93,96,15,-21,8,0,93
Cc1ccc(Cn2c(=O)n(CCC(=O)NCc3ccc4c(c3)OCO4)c(=O)c3ccccc32)cc1,102,5,103,100,103,103,1,14,36,-1,104
Fc1ccc(CSc2nnc(-c3cccnc3)o2)cc1,104,-13,96,95,97,98,-17,·,10,0,97
O=C(Cn1cnc2ccccc2c1=O)c1c[nH]c2ccccc12,?,-15,?,?,?,?,-4,·,7,1,?
CC(C)c1ccc(CN2CCN(C(=O)CCl)CC2)cc1,100,5,96,96,92,93,17,·,12,-2,98
Cc1ccc(-c2nn3cnnc3c3ccccc23)cc1C,100,-21,97,97,96,98,8,20,11,0,97
CCN(CC)S(=O)(=O)c1ccc(N(C)Cc2cccnc2)nc1,103,20,99,100,99,96,47,-25,11,-4,101
CC1(C(=O)NCCCNc2ncc(C(F)(F)F)cc2Cl)C=CCN1C(=O)c1ccccc1 (configuration not stated),106,4,101,98,98,104,1,·,9,0,101
COC(=O)CSC1=C(C#N)C(c2cccc(F)c2)CC(=O)N1 (configuration not stated),102,-23,101,99,102,102,1,3,17,1,101
Cc1ccc(Nc2ncccc2C(=O)NCc2cccs2)c(C)c1,104,-30,99,99,100,102,-15,-17,11,-2,97
COc1ccc(NC(=O)CN(C)S(=O)(=O)c2ccc(C)cc2)c([N+](=O)[O-])c1,102,-15,96,99,93,101,0,19,13,-3,94
Cc1oc(/N=C/c2ccc(Cl)cc2Cl)c(C#N)c1C,107,-3,103,101,103,102,21,·,11,-1,104
COC(=O)Nc1nnc(/C=C/c2ccc(OC)cc2)s1,103,-31,98,98,99,103,10,-13,8,-9,97
COc1ccccc1CN1CCN(Cc2nc(Cc3ccccc3)no2)CC1,102,-30,99,98,103,100,3,6,11,0,100
COCCSc1ccccc1C(=O)N1CCN(c2ccccc2OC)CC1,102,-29,102,100,109,103,8,5,9,0,103
COc1cccc(NC(=O)CN2CCC(C)CC2)c1,105,-40,99,101,98,102,2,5,11,-3,100
Cc1ccc(C(=O)NN2C(=O)c3ccc(S(=O)(=O)c4ccc(C(=O)O)cc4)cc3C2=O)cc1,94,-13,95,95,97,92,11,·,7,-1,94
Cc1cc(C)c(C#N)c(SCC(=O)C(C)(C)C)n1,101,-37,100,100,99,100,-9,·,31,-1,99
Cc1c(C)n(C(=O)CN2CCC(C)CC2)c2ccccc12,106,0,104,100,98,104,17,25,19,-3,100
CCCOC(=O)C1[C@H]2C(=O)N(Cc3ccco3)C[C@]23C=C[C@H]1O3 (some centres not stated),98,-18,97,96,96,98,-7,·,9,0,96

# Single records, from the list above. Order of screens: Rac1 wt GTP bind | Mcl1 Bid PPI | HRas wt GTP | Rac1 mut GTP | Rab7 wt GTP bind | Cdc42 wt GTP | Mcl1-Noxa inh | Pf gamet viab | Avidin bead fluor | Mcl-1 Bim block | Rab2A wt mod
# CCOc1ccc(CC(=O)Nc2ccc(NC(=O)c3ccco3)cc2)cc1OCC reads 100 | -11 | 96 | 97 | 101 | 95 | -6 | -14 | 1 | 0 | 98
# CC(C)c1ccc(CN2CCN(C(=O)CCl)CC2)cc1 reads 100 | 5 | 96 | 96 | 92 | 93 | 17 | · | 12 | -2 | 98

# The list continues:
SMILES,Rac1 wt GTP bind,Mcl1 Bid PPI,HRas wt GTP,Rac1 mut GTP,Rab7 wt GTP bind,Cdc42 wt GTP,Mcl1-Noxa inh,Pf gamet viab,Avidin bead fluor,Mcl-1 Bim block,Rab2A wt mod
COc1cccc(NC2=CC(=O)CC(C)(C)C2)c1,103,-82,105,100,102,105,-6,10,16,1,104
CCOc1ncccc1C(=O)OCC(=O)c1cc(OC)ccc1OC,100,-5,97,95,96,95,-4,-3,9,-1,94
Fc1ccc(CSc2nc3ccccc3[nH]2)c2ccccc12,104,14,106,97,100,104,4,-21,23,-2,99
O=C(NCc1ccccc1)OCCN1CCN(Cc2ccccc2)CCC1=O,107,-5,102,101,101,105,9,6,11,0,103
COc1cc(OC)cc(C(=O)Nc2ccc(-c3nc4ccccc4o3)c(O)c2)c1,107,71*,101,99,104,102,25,·,11,0,103
COc1cc(NC(=O)C2CCCN2S(=O)(=O)c2cccc3cccnc23)cc(OC)c1OC (configuration not stated),107,-22,102,98,101,105,3,·,8,0,103
Cc1ccc(C(=O)NCCNS(C)(=O)=O)cc1,93,-15,94,94,101,91,10,-13,29,-2,94
Cc1c(Br)c([N+](=O)[O-])nn1CC(=O)NCc1cccs1,100,-14,103,99,103,101,10,3,15,-5,101
Cc1cc(CCN2CCC(=O)NC2=O)ccc1OC(C)C,101,24,100,97,98,101,2,-7,8,3,100
Cc1cccc(-c2nnc(SCC#N)n2Cc2ccccc2)c1,97,-10,95,94,93,96,0,·,·,0,95
CN(C)c1ccc(C(=O)Nc2nnc(-c3ccc(Cl)cc3)o2)cc1,97,48,96,96,99,93,69*,·,5,0,97
Nc1ccc2oc(-c3ccccc3Cl)cc(=O)c2c1O,102,-6,100,98,103,103,14,-21,89*,-1,99
CCOC(=O)c1sc(C)c2c1NC(c1ccc(N(C)C)cc1)NC2=O (configuration not stated),93,-39,96,92,96,95,-32,-25,36,0,93
O=C(Cn1cc([N+](=O)[O-])nc1[N+](=O)[O-])N1CCN(c2ccccc2)CC1,98,-63,97,96,99,93,13,2,11,0,95
CCOc1ccc(CNC(=O)CCSCc2ccccc2F)cc1OC,104,2,103,94,108,100,8,-24,10,0,103
COc1cc(/C=N/Nc2nc3ccccc3[nH]2)cc(Br)c1OCC(=O)N(C)C,92,-63,95,94,94,102,7,9,11,4,95
CCOc1ccccc1NC1c2ccccc2C(=O)N1Cc1ccco1 (configuration not stated),102,-23,100,97,103,99,21,·,7,0,101
CCCCn1ccnc1C(=O)c1cccc(S(=O)(=O)N2c3ccccc3CC2C)c1 (configuration not stated),104,-14,101,99,97,101,2,·,10,-2,98
Cc1ccc(OCC(=O)NC(=S)Nc2ccc3c4c(cccc24)CC3)cc1,100,-4,92,88,98,91,-3,-3,10,-6,92
O=C(OC1CCOC1=O)c1ccc(NS(=O)(=O)c2cccs2)cc1 (configuration not stated),97,-16,98,97,101,96,8,-11,10,-2,99

# 10 structures out of the list, sorted by heavy-atom count, lowest first:
SMILES,Rac1 wt GTP bind,Mcl1 Bid PPI,HRas wt GTP,Rac1 mut GTP,Rab7 wt GTP bind,Cdc42 wt GTP,Mcl1-Noxa inh,Pf gamet viab,Avidin bead fluor,Mcl-1 Bim block,Rab2A wt mod
Cc1ccc(C(=O)NCCNS(C)(=O)=O)cc1,93,-15,94,94,101,91,10,-13,29,-2,94
Nc1ccc2oc(-c3ccccc3Cl)cc(=O)c2c1O,102,-6,100,98,103,103,14,-21,89*,-1,99
Cc1cc(CCN2CCC(=O)NC2=O)ccc1OC(C)C,101,24,100,97,98,101,2,-7,8,3,100
Cc1cccc(-c2nnc(SCC#N)n2Cc2ccccc2)c1,97,-10,95,94,93,96,0,·,·,0,95
O=C(OC1CCOC1=O)c1ccc(NS(=O)(=O)c2cccs2)cc1 (configuration not stated),97,-16,98,97,101,96,8,-11,10,-2,99
CCOC(=O)c1sc(C)c2c1NC(c1ccc(N(C)C)cc1)NC2=O (configuration not stated),93,-39,96,92,96,95,-32,-25,36,0,93
CCOc1ccc(CNC(=O)CCSCc2ccccc2F)cc1OC,104,2,103,94,108,100,8,-24,10,0,103
Cc1ccc(OCC(=O)NC(=S)Nc2ccc3c4c(cccc24)CC3)cc1,100,-4,92,88,98,91,-3,-3,10,-6,92
COc1cc(/C=N/Nc2nc3ccccc3[nH]2)cc(Br)c1OCC(=O)N(C)C,92,-63,95,94,94,102,7,9,11,4,95
CCCCn1ccnc1C(=O)c1cccc(S(=O)(=O)N2c3ccccc3CC2C)c1 (configuration not stated),104,-14,101,99,97,101,2,·,10,-2,98

# Other compounds
SMILES,Rac1 wt GTP bind,Mcl1 Bid PPI,HRas wt GTP,Rac1 mut GTP,Rab7 wt GTP bind,Cdc42 wt GTP,Mcl1-Noxa inh,Pf gamet viab,Avidin bead fluor,Mcl-1 Bim block,Rab2A wt mod
CC(=O)N1CCN(c2cc(N3CCc4ccccc4C3)c(F)cc2[N+](=O)[O-])CC1,102,11,105,98,108,101,25,·,16,-3,105
Fc1ccc(CNC(=S)Nc2ccccc2Cl)cc1,110,-8,101,100,103,106,10,·,7,0,103
Cc1sc2ncnc(OCC(=O)NCC3CCCO3)c2c1C (configuration not stated),98,-9,96,95,93,96,-4,·,5,1,94
CCOC(=O)N1CCN(c2c(NC3CCN(Cc4ccccc4)CC3)c(=O)c2=O)CC1,107,-10,103,99,104,104,29,·,8,-1,101
COC(=O)c1c(O)ccc(Oc2ccccc2)c1C(=O)OC,91,-42,94,94,92,95,7,15,11,1,94
COCCNC(=O)Cn1cc(S(=O)(=O)N2CCN(c3ccccc3F)CC2)c2ccccc2c1=O,98,-15,96,96,94,96,5,-10,11,1,92
NS(=O)(=O)c1ccc(NC(=S)NNC(=O)c2cccs2)cc1,96,-53,97,91,100,92,5,8,11,-4,98

# High-throughput results from PubChem.
